Compound activity deposited in PubChem by National Center for Advancing Translational Sciences (NCATS).
TDP1 cell noCPT = qHTS for Inhibitors of human tyrosyl-DNA phosphodiesterase 1 (TDP1): qHTS in cells in absence of CPT | DT40 Tdp1-/- hTDP1 cells, no CPT, ATP luminescence, 48 h | Potency, µM (series often up to 46.2 µM), inactives show at the top dose activity change, negative = growth inhibition, hits mostly inhibitors | actives 15% (n = 420,000) | AID 686978, 2013; also: nearly all actives have a fitted effect of over 55% in size
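Chicken DT40 Tdp1-/- cells complemented with human TDP1, screened without camptothecin (DMSO vehicle only), 400 cells/well. Compounds pin-transferred, cells incubated at 37 °C for at least 48 hr. Growth read as ATP-dependent luminescence (CellTiter-Glo, 30 min at RT).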
GCN5L2 inh = blocks human GCN5L2 histone acetyltransferase. GCN5L2 HAT assay, ThioGlo1 CoA-SH fluorescence. Q92830. actives 0.21% (n = 390,000). Potency, µM (top dose mostly 58.9 µM), for the others: top-dose activity change, negative = inhibition, usual class: inhibitors
Target sequence (Q92830 whole entry, looked up): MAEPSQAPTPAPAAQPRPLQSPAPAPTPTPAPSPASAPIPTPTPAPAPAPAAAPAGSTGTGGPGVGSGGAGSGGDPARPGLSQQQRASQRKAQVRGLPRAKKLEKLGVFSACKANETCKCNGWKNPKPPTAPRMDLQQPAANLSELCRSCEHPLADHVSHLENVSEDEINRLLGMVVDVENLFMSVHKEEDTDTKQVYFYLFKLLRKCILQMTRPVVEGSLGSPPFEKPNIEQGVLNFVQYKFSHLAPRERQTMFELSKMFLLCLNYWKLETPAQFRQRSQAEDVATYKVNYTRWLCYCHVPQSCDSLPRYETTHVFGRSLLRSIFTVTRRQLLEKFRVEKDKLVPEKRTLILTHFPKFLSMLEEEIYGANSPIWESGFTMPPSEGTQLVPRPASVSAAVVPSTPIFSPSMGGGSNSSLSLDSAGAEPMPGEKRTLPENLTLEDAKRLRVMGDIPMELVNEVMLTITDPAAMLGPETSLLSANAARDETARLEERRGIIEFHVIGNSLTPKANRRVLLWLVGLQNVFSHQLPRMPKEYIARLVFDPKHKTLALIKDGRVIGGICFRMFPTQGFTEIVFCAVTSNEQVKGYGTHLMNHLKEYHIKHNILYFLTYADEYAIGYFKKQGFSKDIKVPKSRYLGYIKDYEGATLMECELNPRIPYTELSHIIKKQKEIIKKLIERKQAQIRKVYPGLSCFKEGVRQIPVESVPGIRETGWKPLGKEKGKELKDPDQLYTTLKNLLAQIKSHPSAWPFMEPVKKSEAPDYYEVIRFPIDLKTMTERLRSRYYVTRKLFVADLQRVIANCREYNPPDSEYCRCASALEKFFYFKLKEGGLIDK
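Enzyme at 20nM final was mixed with library compounds for 15 min at room temperature. Peptide H3(1-25) at 75uM, acetyl-CoA at 70uM and ThioGlo1 at 50uM were then added. Plates were read immediately and after 20 min (Ex340nm/Em540nm).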
DT40 TDP1 CPT = growth inhibition of DT40 Tdp1-/-;hTDP1 cells with camptothecin (screen for TDP1 inhibitors); chicken DT40 Tdp1-/-;hTDP1 cells + 20 nM CPT, ATP luminescence, 48 h; Potency, µM (doses to about 46.2 µM), inactives show at the highest dose activity change, negative = growth inhibition, hits mostly inhibitors; actives 12% (n = 420,000); also: nearly all actives have a fitted effect of over 55% in size
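Cell growth measured by CellTiter-Glo luminescence after a minimum 48 h, 37 C compound exposure with 20 nM CPT in Tdp1-knockout DT40 cells stably expressing hTDP1, seeded 400/well; qHTS titration format.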
An asterisk follows results filed as active; ? = inconclusive; . = not tested or not shown; [ ] = remark or other dose. Calls follow the shape of the dose curve; as a rule, active = well fitted curve in the direction sought with a large enough effect; inconclusive = small, poorly fitted or top-dose-only effect, or another doubt; inactive = no such curve, though single readings can be large; an effect the other way counts as inactive or inconclusive. % is scaled to controls: 0 for no effect and ±100 for the full control effect; potency is read from the fitted curve at half-maximal effect. A portion of the library; count on the stated rates, not on these rows.

Screens in order: DT40 TDP1 CPT	TDP1 cell noCPT	GCN5L2 inh
> COc1ccc(CSc2ccc(S(=O)(=O)N3CCCCC3)cn2)cc1F
 : -12%	-1%	0%
> CC(C)CN1CCCC2(CCN(S(=O)(=O)c3ccccc3)CC2)C1
 : 6%	-18%	-4%
> CC1(C)N=C(SCC(=O)Nc2ccccc2)C(c2ccc(Cl)cc2)=N1
 : 23µM*	15µM*	0%
> Cc1ccc(NS(=O)(=O)c2ccc(-c3ccc(=O)[nH]n3)o2)c(C)c1
 : -23%	7%	-2%
> CCOc1cc(CO)cc(Br)c1OCC(N)=O
 : -4%	1%	8%
> C=CCN(CC=C)CCCOc1ccc(C)cc1OC
 : 5%	?	1%
> CCOC(=O)c1sc(NC(=O)c2cc(-c3ccccc3C)nc3ccccc23)c(C#N)c1C
 : 9.2µM*	7.3µM*	-8%
> CC(C)CN(C(=O)COC(=O)C12CC3CC(CC(C3)C1)C2)c1c(N)n(Cc2ccccc2)c(=O)[nH]c1=O
 : ?	10µM*	-6%
> O=C(Nc1nn[nH]n1)c1cccc(Oc2ccccc2)c1
 : -22%	-8%	-2%
> O=C(C[C@H]1C/C=C\C[C@@H](Cc2ccc(F)cc2)C(=O)OC[C@@H](Cc2c[nH]c3ccccc23)NC1=O)NCCO
 : ?	?	-7%
> CCOC(=O)C1CCN(C(=O)CCCCn2c(=O)[nH]c3ccccc3c2=O)CC1
 : -15%	-9%	-1%
> CC(C)CC(=O)N1CCN(S(=O)(=O)c2ccc(F)cc2)CC1
 : -4%	-1%	-1%
> CCN(CC(=O)Nc1c(F)cccc1F)C(=O)c1cccnc1Sc1ccccc1
 : -14%	-11%	2%
> Nc1c[n+](N2CCOCC2)no1
 : ?	?	-10%
> CCCCOc1ccc(C2(C)NC(=O)N(C)C2=O)cc1 (centres undefined)
 : -14%	?	-6%
> CN(C(=O)c1cccc(C#N)c1)c1nnc(C2CCCO2)s1 (centres undefined)
 : -12%	-16%	-3%
> COc1ccc(-n2nc(C(C)=O)c(=O)[nH]c2=O)cc1
 : 6%	-24%	14%
> CC1(C(=O)NS(=O)(=O)c2ccc(Br)cc2)CCN1C(=O)C/C=C/c1ccccc1 (centres undefined)
 : 2%	-5%	.
> CC(=O)NC(CC(C)C)C(=O)NC(CO)C(=O)NC(CCC(=O)O)C(=O)NC(C)C(=O)NC(CC(C)C)C(N)=O (centres undefined)
 : -4%	-13%	.
> COC(=O)[C@H](CC(C)C)NC(=O)Cn1cnc2c(SC)nc(N)nc21
 : 23%	-10%	-1%

One compound at a time, from the list above:
Profile of O=C(C[C@H]1C/C=C\C[C@@H](Cc2ccc(F)cc2)C(=O)OC[C@@H](Cc2c[nH]c3ccccc23)NC1=O)NCCO : DT40 TDP1 CPT: ?; TDP1 cell noCPT: ?; GCN5L2 inh: -7%
Profile of CCOC(=O)c1sc(NC(=O)c2cc(-c3ccccc3C)nc3ccccc23)c(C#N)c1C : DT40 TDP1 CPT: 9.2µM*; TDP1 cell noCPT: 7.3µM*; GCN5L2 inh: -8%

The list goes on:
Screens in order: DT40 TDP1 CPT	TDP1 cell noCPT	GCN5L2 inh
> COc1ccccc1OCC(=O)N1CCN(c2ccccc2OC)CC1
 : -28%	-22%	.
> Cc1c(NC(=O)c2ccc(Cl)c(S(=O)(=O)N3CCCCC3)c2)c(=O)n(-c2ccccc2)n1C
 : -24%	1%	-24%
> COc1cc2cnc(-c3ccccc3)c(C(=O)c3ccc(OCc4ccccc4)cc3)c2cc1OC
 : ?	?	-14%
> CC(OC(=O)Cc1ccc(Cl)cc1)C(=O)NCCC1=CCCCC1 (centres undefined)
 : -6%	-23%	-3%
> Cc1[nH]c2ccccc2c1C(=O)C(=O)NCc1ccco1
 : -21%	-13%	-3%
> O=C(CSc1ncccn1)NCc1ccc(F)cc1
 : -3%	-10%	-6%
> COc1cccc2sc(N3CCN(C(=O)c4ccc([N+](=O)[O-])o4)CC3)nc12
 : 21µM*	18µM*	-12%
> Cn1c(SCCc2ccc([N+](=O)[O-])cc2)nccc1=O
 : ?	?	.
> Cc1ccc(-c2nnc(NC(=O)c3ccc([N+](=O)[O-])o3)o2)c(C)c1
 : 16µM*	13µM*	1%
> O=c1[nH]c(N/N=C\c2ccc3c(c2)OCO3)nc2ccccc12
 : ?	23µM*	-15%
> Cc1ccc(-n2nc3c(c2NC(=O)C2CC2)CS(=O)(=O)C3)cc1C
 : -3%	5%	-28%
> Cc1c(C(=O)N2CCN(c3ccc(F)cc3)CC2)oc2c1C(=O)CCC2
 : ?	?	-4%
> COc1ccc(C(=O)NCCc2nnc(SCC(=O)Nc3ccc(Br)cc3)n2C)cc1
 : -19%	-6%	-4%[0.501 µM]
> CC(=O)C(Cc1ccccc1)NC(=O)COC(=O)CCN1C(=O)C2CC=CCC2C1=O (centres undefined)
 : -8%	-6%	0%
> CN(C)c1ccc(C=O)c(Oc2ccccc2)c1
 : -5%	?	.
> Cc1c(C(=O)NC(C)c2ccc(-n3ccnc3)cc2)cccc1[N+](=O)[O-] (centres undefined)
 : 0%	-19%	-12%
> Cc1nc2ccccc2c2nc(NC(=O)C(F)(F)F)nn12
 : 26%	-11%	-3%
> C=C(C)CSc1nc2sc3c(c2c(=O)n1-c1ccc(C)cc1)CCN(C)C3
 : 18µM*	12µM*	-25%
> COc1ccc(N/N=C(/C)c2cnnc(-c3ccccc3)n2)cc1
 : ?	?	-5%
> Cc1cccc(N(C(=O)Cn2nnc(-c3ccc(C)o3)n2)C(C(=O)NC2CCCC2)c2ccncc2)c1 (centres undefined)
 : -15%	-19%	-2%
> O=C1NC(c2ccc(Cl)cc2)Oc2ccccc21 (centres undefined)
 : -1%	-2%	-23%
> COc1cc2oc(=O)cc(CN(Cc3ccccc3)Cc3ccccc3)c2cc1Cl
 : -24%	-25%	.
> Cn1cc(/C=N/NC(=O)c2ccccc2O)c2ccccc21
 : ?	?	-16%
> O=C(NC1CCCCC1)c1cc(Nc2cccc(C(F)(F)F)c2)nc2ccccc12
 : 21µM*	?	-1%
> Cc1cccc(OCC(=O)N(Cc2ccc(F)cc2)C2CCS(=O)(=O)C2)c1C (centres undefined)
 : -22%	-1%	-2%
> Cc1nc2nc(NC(=O)CC(C)C)[nH]n2c(=O)c1Cc1ccccc1
 : -12%	-11%	0%
> COc1cc(OC)c(C2=NOC(C(=O)NCc3cccnc3)C2)cc1Cl (centres undefined)
 : ?	15µM*	-5%
> COc1ccc2[nH]cc(CCNC(=O)Nc3cccc(F)c3)c2c1
 : ?	-17%	0%
> CCCCc1noc(-c2c(-c3ccccc3Cl)noc2C)n1
 : -6%	-3%	2%
> C=CCNC(=O)c1onc(CSc2ccc(C(C)C)cc2)c1C(=O)O
 : -12%	4%	-13%
> O=C1CCCCc2sc(Br)c([N+](=O)[O-])c2N1
 : 12µM*	12µM*	-3%
> CSc1nsc(SCc2ccc(F)cc2)n1
 : -18%	-21%	-1%
> CCCCOc1cccc(C(=O)NC(=S)Nc2cccc(NC(=O)c3ccccc3Cl)c2)c1
 : ?	?	2%
> O=C(N/N=C/C=C/c1ccccc1)C1CC1c1ccccc1 (centres undefined)
 : 18µM*	12µM*	-3%
> Cc1cccnc1CCNC(=O)CCc1nnc(CCc2ccccc2)o1
 : -2%	-19%	3%
> Cc1ccc(CNC(=O)C23CN(Cc4ccccc4)CC2C(c2cccc([N+](=O)[O-])c2)=NO3)cc1 (centres undefined)
 : ?	21µM*	?
> CC(C)c1ccc(/C=C/C(=O)N2CCOCC2)cc1
 : 1%	-3%	0%
> COc1cccc(C(=O)CC(=O)C(=O)Nc2ccc([N+](=O)[O-])cc2C)c1
 : 23µM*	?	-5%
> CCc1cc2c(=O)c(-c3nc4ccccc4n3C)coc2c(CN2CCOCC2)c1O
 : ?	?	-2%
> CCN(CC)C(=O)N1CCN(c2c([N+](=O)[O-])c(=O)oc3ccccc23)CC1
 : -20%	?	0%

Given as comma-separated lines: entries from further up.
SMILES,DT40 TDP1 CPT,TDP1 cell noCPT,GCN5L2 inh
COc1ccc(N/N=C(/C)c2cnnc(-c3ccccc3)n2)cc1,?,?,-5%
Cc1cccc(N(C(=O)Cn2nnc(-c3ccc(C)o3)n2)C(C(=O)NC2CCCC2)c2ccncc2)c1 (centres undefined),-15%,-19%,-2%
O=C1NC(c2ccc(Cl)cc2)Oc2ccccc21 (centres undefined),-1%,-2%,-23%
COc1cc2oc(=O)cc(CN(Cc3ccccc3)Cc3ccccc3)c2cc1Cl,-24%,-25%,.
Cn1cc(/C=N/NC(=O)c2ccccc2O)c2ccccc21,?,?,-16%
O=C(NC1CCCCC1)c1cc(Nc2cccc(C(F)(F)F)c2)nc2ccccc12,21µM*,?,-1%
Cc1cccc(OCC(=O)N(Cc2ccc(F)cc2)C2CCS(=O)(=O)C2)c1C (centres undefined),-22%,-1%,-2%
Cc1nc2nc(NC(=O)CC(C)C)[nH]n2c(=O)c1Cc1ccccc1,-12%,-11%,0%
COc1cc(OC)c(C2=NOC(C(=O)NCc3cccnc3)C2)cc1Cl (centres undefined),?,15µM*,-5%
COc1ccc2[nH]cc(CCNC(=O)Nc3cccc(F)c3)c2c1,?,-17%,0%
CCCCc1noc(-c2c(-c3ccccc3Cl)noc2C)n1,-6%,-3%,2%
C=CCNC(=O)c1onc(CSc2ccc(C(C)C)cc2)c1C(=O)O,-12%,4%,-13%
O=C1CCCCc2sc(Br)c([N+](=O)[O-])c2N1,12µM*,12µM*,-3%
CSc1nsc(SCc2ccc(F)cc2)n1,-18%,-21%,-1%
CCCCOc1cccc(C(=O)NC(=S)Nc2cccc(NC(=O)c3ccccc3Cl)c2)c1,?,?,2%
O=C(N/N=C/C=C/c1ccccc1)C1CC1c1ccccc1 (centres undefined),18µM*,12µM*,-3%
Cc1cccnc1CCNC(=O)CCc1nnc(CCc2ccccc2)o1,-2%,-19%,3%
Cc1ccc(CNC(=O)C23CN(Cc4ccccc4)CC2C(c2cccc([N+](=O)[O-])c2)=NO3)cc1 (centres undefined),?,21µM*,?
CC(C)c1ccc(/C=C/C(=O)N2CCOCC2)cc1,1%,-3%,0%
COc1cccc(C(=O)CC(=O)C(=O)Nc2ccc([N+](=O)[O-])cc2C)c1,23µM*,?,-5%
CCc1cc2c(=O)c(-c3nc4ccccc4n3C)coc2c(CN2CCOCC2)c1O,?,?,-2%
CCN(CC)C(=O)N1CCN(c2c([N+](=O)[O-])c(=O)oc3ccccc23)CC1,-20%,?,0%

(next part)
Screens in order: DT40 TDP1 CPT	TDP1 cell noCPT	GCN5L2 inh
> CC(C)NC(=O)N(C)C[C@H]1OCCCC[C@@H](C)Oc2ccc(N(C)C)cc2C(=O)N([C@H](C)CO)C[C@@H]1C
 : ?	?	.
> Cc1ccc(S(=O)(=O)NCC(=O)OCC(=O)Nc2cccc(S(=O)(=O)N3CCOCC3)c2)cc1
 : -11%	10%	-1%
> CCNC(=O)CCC(=O)Nc1cc(Cl)ccc1C
 : -4%	2%	-6%
> C[n+]1cccc2ccc3c(c21)OC(N)=C(C#N)C3c1ccccc1 (centres undefined)
 : 25%	?	0%
> Cc1cc(C)nc(-n2ncc3c2CC(c2ccc(C(C)C)cc2)CC3=O)n1 (centres undefined)
 : ?	?	0%
> O=C1CCC(C(=O)OCC(=O)Nc2ccccc2Br)=NN1
 : 4%	3%	.
> CC1CN(S(=O)(=O)c2ccc(C(=O)Nc3nnc(-c4ccc5c(c4)CCCC5)o3)cc2)CC(C)O1 (centres undefined)
 : 6.5µM*	12µM*	-5%
> Cc1ccc(C(C)C)c(OCC(=O)Nc2cccc(NC(=O)c3ccco3)c2)c1
 : ?	21µM*	-4%
> Cc1cc(O)c(C(C)C)cc1NC1=NS(=O)(=O)c2ccccc21
 : -17%	-22%	-1%
> O=S(=O)(c1ccc(Br)c2ccccc12)N1CCOCC1
 : 6%	-4%	-4%
> O=C(c1ccc(=O)oc1)N1CCOCC1
 : ?	-7%	-8%
> O=C(CN1C(=O)/C(=C\c2ccco2)SC1=S)Nc1ccc(O)cc1C(=O)O
 : -8%	0%	-21%
> O=CN1CCN(C(=O)C(=O)c2cn(CC(=O)N3CCCCC3)c3ccccc23)CC1
 : 0%	12%	0%
> COCCCNC(=S)N(CCCN(C)C)Cc1cc2cc3c(cc2[nH]c1=O)OCCO3
 : 1%	0%	-21%
> CC[C@@H](C)CN1C(=O)N[C@@H](CCc2ccccc2)C(C(C)=O)=C1C
 : 10%	-1%	2%
> COC(C/C=C/[C@H](O)[C@@H](C)OCc1ccccc1)OC
 : -3%	-6%	.
> COc1ccc(C(=O)NC(C(=O)NCCc2ccc3c(c2)OCCO3)C(C)C)cc1 (centres undefined)
 : -16%	?	-1%
> CCc1ccccc1NC(=O)C1CCN(S(=O)(=O)c2cn(C)cn2)CC1
 : -1%	-9%	24%
> CC(C)C(=O)N(Cc1cc2ccccc2[nH]c1=O)C(C)C
 : -2%	-16%	-1%
